# Giardia kill: kills Giardia lamblia. AID 540267. activity change, % at 7.66 µM, hits read low. Giardia lamblia trophozoite viability. 340,000 compounds, 0.15% hits; in the data active = activity change below about -80%; inconclusive = between about -30% and that limit;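 note: parasites exposed to compound for two days anaerobically before the ATP read; % is set by controls: 0 for no effect and ±100 for the full control effect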
#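 Killing of trophozoites was scored by loss of ATP luminescence after a 48 hrs anaerobic exposure to compounds at 37 deg C, using 100 cells per well.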
# FBPA coupling cs: counter-screen for Giardia aldolase inhibitors: coupling enzyme system | activity change, negative = inhibition, % at 58.2 µM, hits read low | 290,000 compounds, 0.67% hits | coupling enzyme system counterscreen, AmpLite Red fluorescence; in the data active = activity change below about -30%; note: % is set by controls: 0 for no effect and ±100 for the full control effect
#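 Counterscreen lacking aldolase: glyceraldehyde-3-phosphate coupling-enzyme reagent preincubated 10 min at RT with compound (at 57.5 uM final), then substrate/coupling system with AmpLite Red added; fluorescence read at 525/598 nm after 20 min RT.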
# Chronic BCR inh: inhibitors of chronic active B-cell receptor signaling. ABC-DLBCL IkBa-CBG/CBR reporter, luminescence ratio, 4 h. Potency, µM (highest dose often 46.1 µM), for inactives: at the highest dose ratio change, negative = lower green/red ratio, hits mostly inhibitors. 340,000 compounds, 0.05% hits; active = well fitted inhibition curve with a large enough effect in the signal ratio, with a control signal flat, not every such curve was filed as active; inconclusive = small, poorly fitted or top-dose-only effect, or effect the other way, or a change in a side signal; the % refers to the signal ratio;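 note: potency is the fitted concentration of half-maximal effect; plate controls were basal doxycycline-induced cells for no effect and cells given 10 µM MG132 for full effect; MG132 reads +100%, hits lower the ratio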
#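 Cell line TMD8 (human ABC DLBCL), stably expressing tet-inducible CBG68-IkBa fusion and CBR; IMDM/0.5% FBS; cpd up to 46 uM; dox induction, 4 h, 37C/5% CO2; dual luminescence; green/red ratio; MG132 control.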
# S-ASM inh: blocks human secretory acid sphingomyelinase; P17405; Potency, µM (highest dose often 57.5 µM), without a hit: at the highest dose activity change, negative = inhibition, hits mostly inhibitors; placental ASM, HMU-PC fluorogenic substrate, 60 min; 340,000 compounds, 0.006% hits; AID 504937; note: potency is the fitted concentration of half-maximal effect
#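 Human placenta-derived ASM preincubated with compound 10 min at room temperature, then reacted with 9 uM (final) fluorogenic HMU-PC substrate for 60 min at 37 C. Stop solution raises pH to 10; fluorescence read at Ex 386/Em 447 nm.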
# Tb PFK inh: T. brucei PFK enzyme inhibition | O15648 | T. brucei PFK, ADP-Glo luminescence | Potency, µM (series often up to 57.5 µM), for the others: at the highest dose activity, negative = inhibition, most hits filed as inhibitors | 330,000 compounds, 0.17% hits | AID 485367;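 note: potency is the fitted concentration of half-maximal effect; 0% = uninhibited 1x PFK enzyme wells and -100% = no-enzyme wells; nearly all actives have a fitted effect of over 60% in size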
#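 ADP-Glo luminescence quantified ADP after 45 min at room temperature, with 1.25 nM T. brucei PFK, 0.1 mM ATP and 0.5 mM fructose-6-phosphate in pH 8.0 TEA buffer. qHTS titrations up to 57 µM; curves classified by quality.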
# a7 integrin act: activates integrin-mediated alleviation for muscular dystrophy; alpha7betagal myoblasts, beta-gal FDG fluorescence, 48 h; Potency, µM (highest dose often 38.3 µM), for inactives: at the top dose activation, hits mostly activators; 350,000 compounds, 0.064% hits;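 note: potency is the fitted concentration of half-maximal effect; 100% = response of the positive control SU9516; nearly all actives have a fitted effect of over 60% in size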
#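 alpha7betagal+/- myoblasts (passage 13, 250/well) treated 48 h at 37C with compounds at 1:260 dilution of DMSO stock. Lysed, then beta-galactosidase activity read as FDG fluorescence (ex 480/em 540) after 30 min, with pre-read for autofluorescence.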
# Menin MLL FP TR: menin-MLL binding inhibition, Texas Red mutant peptide; Potency, µM (series often up to 61.6 µM), without a hit: top-dose FP activity change, negative = inhibition, hits mostly inhibitors; Menin + Texas Red MLL mutant peptide, fluorescence polarization; 270,000 compounds, 0.23% hits; AID 1768; active = well fitted inhibition curve with a large enough effect in the polarisation, with a control signal flat, not every such curve was filed as active; inconclusive = small, poorly fitted or top-dose-only effect, or effect the other way, or a change in a side signal; inactive = no such curve, though single readings can be large or run the other way; the % refers to the polarisation; note: potency is the fitted concentration of half-maximal effect; % of control where 0% means no effect; many of its hits are not listed in these tables
# PKM2 activator: PKM2 (human) enzyme activation. purified PKM2, Kinase-Glo ATP luminescence, activation; response scale: 0% is enzyme alone, no compound. 260,000 compounds, 0.34% hits. AID 1631. Potency, µM (series often up to 57.5 µM), inactives show at the highest dose activation, most hits filed as activators. P14618; note: potency is the fitted concentration of half-maximal effect; % is set by controls: 0 for no effect and ±100 for the full control effect; nearly all actives have a fitted effect of over 55% in size
# Target sequence (P14618 whole entry, looked up): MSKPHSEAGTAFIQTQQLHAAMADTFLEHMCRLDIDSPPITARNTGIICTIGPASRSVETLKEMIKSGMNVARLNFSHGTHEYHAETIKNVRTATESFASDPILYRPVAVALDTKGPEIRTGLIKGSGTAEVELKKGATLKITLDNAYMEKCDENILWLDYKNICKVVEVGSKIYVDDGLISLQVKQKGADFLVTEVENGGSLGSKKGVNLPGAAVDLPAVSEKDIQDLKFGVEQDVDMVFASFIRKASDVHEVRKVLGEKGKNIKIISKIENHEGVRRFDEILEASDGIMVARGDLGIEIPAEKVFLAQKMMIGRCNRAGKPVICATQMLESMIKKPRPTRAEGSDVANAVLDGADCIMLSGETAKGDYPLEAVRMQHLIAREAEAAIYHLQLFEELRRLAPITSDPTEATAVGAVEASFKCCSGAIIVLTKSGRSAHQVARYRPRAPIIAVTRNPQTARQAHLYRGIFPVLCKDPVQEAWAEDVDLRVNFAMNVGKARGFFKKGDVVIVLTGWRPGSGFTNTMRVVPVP
#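 Kinase-Glo luminescence reports ATP generated from ADP (0.1 mM) and PEP (0.5 mM) by purified hPK-M2 after 1 h at room temperature, pH 7.2 imidazole buffer; intermediate enzyme activity allows detecting inhibitors and activators.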
# GALK inh: inhibitors of human galactokinase. P51570. Purified GALK, Kinase-Glo residual ATP luminescence. Potency, µM (top dose mostly 57.5 µM), without a hit: at the highest dose activity change, negative = inhibition, actives largely listed as inhibitors. 270,000 compounds, 0.007% hits. AID 1868; note: potency is the fitted concentration of half-maximal effect; % is set by controls: 0 for no effect and ±100 for the full control effect
#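 The enzyme phosphorylates galactose (100 uM) using ATP (35 uM); inhibition is detected as higher residual ATP, quantified by bioluminescence after 1 h reaction at room temperature, pH 8.0.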
# B2AR arrestin: agonists driving beta-arrestin recruitment to human beta2-adrenergic receptor. P07550. beta-arrestin recruitment to beta2AR, cell-based reporter. Potency, µM (titrated, usually from 46.1 µM), for inactives: top-dose activation, hits mostly activators. 330,000 compounds, 0.02% hits. AID 492947;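 note: potency is the fitted concentration of half-maximal effect; 0% = DMSO controls and full agonism = EC100 isoproterenol or metaproterenol; nearly all actives have a fitted effect of over 65% in size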
# Target sequence (P07550 whole entry, looked up): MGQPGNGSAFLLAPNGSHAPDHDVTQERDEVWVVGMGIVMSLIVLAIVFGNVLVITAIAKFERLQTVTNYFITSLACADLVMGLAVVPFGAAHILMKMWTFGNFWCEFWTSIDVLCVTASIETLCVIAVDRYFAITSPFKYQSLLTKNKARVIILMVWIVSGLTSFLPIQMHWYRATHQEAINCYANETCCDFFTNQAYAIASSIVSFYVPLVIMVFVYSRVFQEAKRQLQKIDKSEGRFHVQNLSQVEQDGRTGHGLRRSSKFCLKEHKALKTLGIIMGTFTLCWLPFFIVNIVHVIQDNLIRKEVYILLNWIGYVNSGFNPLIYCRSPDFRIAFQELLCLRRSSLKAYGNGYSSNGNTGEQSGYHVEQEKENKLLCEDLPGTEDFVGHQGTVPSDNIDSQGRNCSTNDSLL
# PTAP TSG101 blk: blocks PTAP/TSG101 interaction to inhibit HIV-1 budding. AID 493005. 340,000 tested, under 10 active. Potency, µM (titrated, usually from 115 µM), for inactives: at the top dose activity change, negative = inhibition, most hits filed as inhibitors. Fluorescence polarization, FITC-PTAP peptide / Tsg101 binding. Q99816; active = well fitted inhibition curve with a large enough effect in the main read-out, with a control signal flat, not every such curve was filed as active; inconclusive = small, poorly fitted or top-dose-only effect, or effect the other way, or a change in a side signal; inactive = no such curve, though single readings can be large or run the other way; note: potency is the fitted concentration of half-maximal effect; % of control where 0% means no effect
#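 Tsg101 binding domain (10 uM final) was mixed with compound and a FITC-labeled PTAP peptide (50 nM final) in HEPES pH 7.5 buffer with NaCl, Tween 20, EDTA and TCEP; fluorescence polarization was read after 20 min at r.t.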
# Numbers without * were called inactive; ? = inconclusive; . = not tested or not shown; [ ] = remark or other dose. Unless noted, calls come from the whole dose curve; as a rule, active = well fitted curve in the direction sought with a large enough effect; inconclusive = small, poorly fitted or top-dose-only effect, or another doubt; inactive = no such curve, though single readings can be large; an effect the other way counts as inactive or inconclusive. A portion of the library; rates above refer to the full screens.
mol,Giardia kill,FBPA coupling cs,Chronic BCR inh,S-ASM inh,Tb PFK inh,a7 integrin act,Menin MLL FP TR,PKM2 activator,GALK inh,B2AR arrestin,PTAP TSG101 blk
O=C(Nc1cccc(S(=O)(=O)N2CCCCC2)c1)c1ccc([N+](=O)[O-])o1,-96*,-6,?,-3%,0%,-46%,?,4%,-2%,0.1%,-2%
Cc1cccc(C(=O)Nc2cccc(C(=O)N/N=C/c3ccccn3)c2)c1,-15,3,?,0%,1%,9%,-10%,.,.,0.1%,-2%
COc1cccc(CNC(=O)c2ccccc2NC(=O)C2=C(C)OCCS2)c1,7,.,-2%,-2%,-1%,?,.,.,-6%,0.0%,-2%
COc1ccc(-c2cc(C)no2)cc1S(=O)(=O)N1CCCN(Cc2ccccc2Cl)C1,-3,-1,?,-11%,-3%,-42%,33%[activator],-2%[0.46 µM],-5%,-0.6%,-2%
Cc1ccc(S(=O)(=O)N2CCN(C(=O)c3ccnn3C)CC2)cc1C,-3,.,-4%,0%,-12%,36%,.,1%,3%,-0.5%,-5%
CSC1=NS(=O)(=O)c2c(C)nn(C)c2S1,7,6,13%,4%,?,-2%,.,-51%,7%,-0.1%,-3%
CC(C)(C)OC(=O)NNc1c2ccccc2nc2ccccc12,-6,-1,1%,.,2%,-25%,?,0%,3%,-0.1%,0%
O=C(/C=C/c1ccc2ccccc2n1)N1CCN(S(=O)(=O)c2ccc(F)cc2)CC1,-26,-21,13%,-4%,8%,-46%[inhibitor],.,?,-3%,0.9%,0%
Cc1ccc(C)c(Cn2c(=O)n(CCCC(=O)NCc3ccco3)c(=O)c3ccccc32)c1,-4,3,0%,2%,-1%,-5%,-3%,-1%,.,0.4%,0%
Cc1ccccc1C(O)c1ccncc1 (stereo not drawn),-9,0,6%,1%,0%,-10%,-2%,0%,-4%,0.2%,-1%
O=c1oc2ccccc2n1Cn1c(=O)oc2ccccc21,-11,1,0%,4%,-2%,7%,-7%,1%,-2%,0.4%,1%
O=C(CN(C(=O)c1csnn1)c1cccc2ccccc12)NCc1ccccc1,1,1,-4%,0%,1%,-6%,0%,.,5%,-0.9%,-10%
Cc1ccc2c(c1)C(c1ccccc1)CC(=O)O2 (stereo not drawn),-9,-1,13%,-3%,2%,9%,.,4%,-1%,-0.8%,-2%
CC1CCC2(CC1)SCC(=O)N2c1ccccc1 (stereo not drawn),4,1,-1%,-6%,-5%,16%,-3%,0%,1%,-0.1%,-4%
O=C(N/N=C/c1ccccc1C(=O)O)c1cccc(S(=O)(=O)Nc2cc(Cl)ccc2Cl)c1,-25,17,5%,3%,3%,16%,.,1%,4%,-0.3%,-1%
CC(C)NC(=O)NC(=O)CSc1nnc(COc2ccccc2F)n1C(C)C1CC2CCC1C2 (stereo not drawn),23,-5,?,-24%,1%,-62%[inhibitor],?,20%,-3%,-0.6%,-2%
O=S(=O)(NC(=S)Nc1ccccc1)c1ccc(F)cc1,9,1,-8%,6%,-11%,-16%,.,-10%,6%,0.0%,-7%
COc1ccc(N2CCN(C(=S)Nc3ccc(C)cc3C)CC2)cc1,-2,2,-1%,-3%,-4%,-9%,19%,-4%,0%,-0.6%,-7%
O=C(c1ccccc1)N1CCN(c2ccc(NCc3ccc4c(c3)OCO4)cc2)CC1,-11,3,-20%,-4%,-1%,-9%,?,-5%,0%,-0.2%,-2%
COc1ccccc1N1CCN(C2CCCN(Cc3ccccc3OCCO)C2)CC1 (stereo not drawn),-19,4,0%,0%,-5%,-18%,?,-1%[11.5 µM],-2%,-1.8%,-2%
Cc1ccc(C(=O)Nc2onc(C)c2C#N)cc1,11,2,5%,0%,1%,-5%,-2%,-3%,1%,0.1%,-2%
COC(=O)c1c(-c2ccsc2)sc2ccc(-c3cc(OC)c(OC)c(OC)c3)cc12,-20,.,0%,-13%,1%,-42%,.,.,.,-0.2%,0%
C=C[C@](C)(CC[C@@]1(C)C(C)CC(OC2OC(C)C(OC3OC(COC(C)=O)C(O)C(O)C3O)C(O)C2O)[C@@]2(C)C(C)=CCCC12)OC1OC(C)C(O[C@@H]2O[C@@H](C)C(O)C(O)[C@H]2O)C(O)C1O (stereo partly drawn),-4,.,?,-8%,-10%,8%,.,.,.,-0.2%,-2%
c1ccc(CSc2ccc(-c3cccnc3)nn2)nc1,5,1,17%,-1%,1%,8%,-16%,29%,5%,0.0%,0%
Cc1ccccc1-c1nnc(SCc2ccc(F)cc2)o1,10,0,0%,-2%,-13%,21%,-13%,-4%,-3%,-0.3%,-9%
CCN(c1ccccc1)S(=O)(=O)c1ccc(Cl)c(NC(=O)COC(=O)c2ccc(O)cc2)c1,5,3,4%,-6%,-11%,-6%,-6%,17%,1%,0.3%,-5%
CCOc1cc(CNCC2CCCO2)cc(Br)c1OCC(N)=O (stereo not drawn),12,-1,-1%,3%,-5%,-27%[7.66 µM],4%,2%,0%,-0.1%,-3%
COc1ccccc1NC(=S)N(Cc1ccco1)Cc1cc2cccc(C)c2[nH]c1=O,-15,0,6%,-2%,3%,3%,-8%,-3%,2%,-1.3%,-2%
Cc1cccc(C(=O)O/N=C(/c2ccccc2)c2ccncc2)c1,16,1,-1%,16%,0%,10%,6%,1%,1%,0.1%,-2%
Cc1cc(C)c2[nH]c(=O)c(CN(C(=O)C3CCCO3)C3CCCC3)cc2c1 (stereo not drawn),.,-1,4%,.,-7%,.,-4%,3%,-5%,-0.1%,.
Cc1oc2c(C)c3oc(=O)c(CCC(=O)NCCCn4ccnc4)c(C)c3cc2c1C,9,0,12%,37%[activator],1%,-10%,-27%,1%,.,-0.5%,-3%
C=C(C)COc1ccc(-c2nc(N)ncc2-c2ccc(Br)cc2)c(O)c1,19,-5,?,-12%,?,-74%[inhibitor],113%[activator],.,-4%,-0.4%,2%
COc1ccc(N(CC(=O)NN=C2CCCCCCC2)S(=O)(=O)c2ccccc2)cc1,-8,1,-1%,3%,-4%,6%,-13%,12%,0%,-0.2%,-9%
O=C1NC(c2ccccc2)C(C(=O)c2cccs2)=C1O (stereo not drawn),11,5,?,2%,-5%,28%,-12%,-9%,-2%,-0.3%,-8%
COc1ccc(CCNC(=O)CC(=O)N/N=C/c2ccc(C(=O)O)cc2)cc1OC,-9,0,2%,-1%,3%,3%,-13%,1%,-10%,-0.2%,1%
COc1cc(OC)cc(C(=O)NCC(=O)Nc2ccc(OC)c(Cl)c2)c1,-1,2,-8%,0%,7%,-2%,-4%,.,-1%,-0.6%,0%
Cc1cc(NS(=O)(=O)c2ccc(NC(=O)CSc3nc4ncc(Br)cc4[nH]3)cc2)nc(C)n1,2,1,1%,3%,-4%,0%,.,0%,0%,-0.2%,-8%
Cc1nnsc1C(=O)N1CCCC(N2CCN(c3cccc(C(F)(F)F)c3)CC2)C1 (stereo not drawn),-17,.,-8%,0%,1%,-16%,.,.,-5%,-0.4%,1%
CC1CC(C)(C)NC(=S)N1CC(=O)NCc1ccc2c(c1)OCO2 (stereo not drawn),?,-2,6%,0%,-3%,?,-8%,1%,0%,-0.1%,-5%
CCOc1ccc(Cn2ccnc2CCl)cc1[N+](=O)[O-],-7,4,-1%,6%,0%,13%,-4%,5%,0%,0.0%,-1%
CC(C)(C)C(=O)c1cnc(Nc2ccccc2)s1,-6,-1,.,36%,.,-20%,12%,-2%,0%,.,-2%
CCC(Sc1ccc(C(=O)O)cc1)C(=O)O (stereo not drawn),38[activator],4,?,5%,8%,11%,19%,0%,2%,0.0%,-10%
O=C(Nc1ccccc1F)c1c[nH]c(=O)[nH]c1=O,3,5,14%,-4%,3%,-1%,.,-21%,.,0.1%,-9%
O=C(Nc1nc(-c2ccccc2)cs1)c1ccc2c(=O)n3c(nc2c1)CCCCC3,7,3,7%,-22%,6%,0%,-3%,1%,2%,-0.2%,0%
O=C(Cc1ccc(Cl)cc1)Nc1ccccc1C(=O)N1CCCC1,-5,2,-1%,10%,-11%,0%,1%,0%,-2%,0.3%,.
CCOC(=O)C(=O)NCC(c1cccs1)S(=O)(=O)c1ccc(F)cc1 (stereo not drawn),42[activator],.,1%,-1%,0%,5%,.,.,.,-0.1%,-7%
